From PubChem
BoNT-A LC inh2 – BoNT/A light chain protease inhibitors, primary screen, biochemical, flow cytometry, MLPCN library. Botulinum neurotoxin type A light chain protease (Clostridium botulinum A str. ATCC 3502). 360,000 compounds, 0.17% hits. multiplex microsphere protease substrate cleavage. inhibition, % at 10 µM; note: plate controls were buffer without enzyme for full effect and enzyme alone for no effect
BH1578 lux ind – inducers of Vibrio cholerae quorum light production without autoinducers, primary screen, BH1578 luxS cqsA deficient, single point. V. cholerae BH1578 lux reporter, luminescence, 6 h. activation, % at 18.7 µM. 350,000 compounds, 0.16% hits; in the data active = activation mostly above about 9.7%, no sharp cut-off; inconclusive = no clear call, values can overlap the other calls; inactive = mostly below about 3.7%; note: not every result past the cut was called active; inactives centre near 0; reference of the scale not given here
VHR inh abs – VHR1 phosphatase inhibitors, primary screen, biochemical, absorbance, uHTS | recombinant VHR phosphatase, pNPP absorbance | 290,000 compounds, 0.52% hits | inhibition, % at 13.3 µM | Dual specificity protein phosphatase 3 (Homo sapiens), P51452; in the data active = inhibition above about 50%; note: some compounds called inactive have numbers as strong as hits
PriA SSB inh – inhibitors of Klebsiella pneumoniae PriA binding to SSB C-terminal tail, primary screen, biochemical, AlphaScreen; PriA–SSB C-terminal tail interaction (Klebsiella pneumoniae); AlphaScreen SSBct-PriA binding, biotinylated peptide; inhibition, % at 33 µM; 430,000 compounds, 0.6% hits; AID 1272365, 2023; in the data active = inhibition mostly above about 37%, no sharp cut-off; inactive = mostly below about 20%;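 note: plate controls were negative control peptide for no effect and reference peptide for full effect; strong numbers were not always called active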
TcdB inh – TcdB glycohydrolase inhibitors, primary screen, biochemical, single point, plate reader; Toxin B (Clostridioides difficile), P18177; TcdB glycohydrolase enzymatic assay; 350,000 compounds, 0.24% hits; AID 652162, 2013; inhibition, % at 9.99 µM; in the data active = inhibition above about 10%
PfHsp40 yeast – rescue of yeast from PfHsp40 toxicity, primary screen, S. cerevisiae, ATP luminescence; S. cerevisiae expressing PfHsp40, growth rescue; growth rescue, % at 12.5 µM; 340,000 compounds, 0.68% hits; in the data active = growth rescue above about 28%, passing the limit was not always enough; inconclusive = no clear call, values can overlap the other calls;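 note: yeast W303a lacking pdr1 and pdr3 grown in galactose medium; growth measured after three days at 30 °C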
CCHFV vOTU inh – CCHFV vOTU protease inhibitors, primary screen, biochemical, Pep-AMC substrate, fluorescence. inhibition, % at 11.5 µM. 370,000 compounds, 0.55% hits. AID 651958, 2012; in the data active = inhibition above about 30%; note: 0% = vehicle wells with enzyme and 100% = no enzyme wells
Anthrax LF inh2 – Bacillus anthracis LF protease inhibitors, primary screen, biochemical, multiplex microsphere, MLPCN library. Lethal factor (Bacillus anthracis), P15917. multiplex microsphere protease cleavage assay. inhibition, % at 10 µM. 360,000 compounds, 0.12% hits; note: plate controls were buffer without enzyme for full effect and enzyme alone for no effect
Yp Topo-I inh – Yersinia pestis topoisomerase I inhibitors, primary screen, biochemical, cleavage product accumulation, plate reader, single point. 360,000 compounds, 0.064% hits. activity, % at 10 µM. DNA topoisomerase I (Yersinia pestis CO92). Y. pestis Topo-I cleavage product accumulation; in the data active = activity above about 50%, passing the limit was not always enough; inconclusive = no clear call, values can overlap the other calls; note: inactives centre near 2
3CLpro inhibitor – SARS-CoV 3CLpro protease inhibitors, primary screen, biochemical, quenched FRET. Replicase polyprotein 1ab (Severe acute respiratory syndrome coronavirus), P0C6X7. recombinant SARS-CoV 3CLpro, quenched FRET peptide cleavage. inhibition, % at 6 µM. 290,000 compounds, 0.14% hits; in the data active = inhibition above about 12%
Active calls of the source: *; i = inactive; ? = inconclusive; . = no result given; & = joins results of further samples. Cut-off read from the data, not from the text of the source, unless noted: active = inhibition above about 30%; inconclusive = no clear call, values can overlap the other calls; inactive = below that.

molecule	BoNT-A LC inh2	BH1578 lux ind	VHR inh abs	PriA SSB inh	TcdB inh	PfHsp40 yeast	CCHFV vOTU inh	Anthrax LF inh2	Yp Topo-I inh	3CLpro inhibitor
C[C@]12CCCCC1=CC(=O)C1C2CC[C@@]2(C)C1C[C@@H](F)[C@@H]2O (stereo partly specified)	0.2	-0.4	.	3	1.1	1.0	2	1	18	.
O=C(c1cc2cc(Br)ccc2o1)N1CCOCC1	-0.4	i	35	-6	0.1	0.3	-7	-1	-1	7
Cc1ccc(C(=O)CN(C(=O)c2ccc(Cl)cc2)N2C(=O)CCC2=O)cc1	-0.4	-0.6	14	1	2.3	-0.4	-15	-1	8	-2
O=C1CC(c2nc3ccccc3[nH]2)CN1c1ccccc1 (stereo unspecified)	-0.2	i	2	-11	.	0.5	-14	-13	9	-2
COC(=O)c1[nH]c(C)c(/C(O)=C2\C(=O)C(=O)N(CCN(C)C)C2c2ccccc2OC)c1C (stereo unspecified)	-0.5	i	6	.	.	1.3	3	0	-5	-2
CC(=O)c1nccs1	-0.4	-0.5	.	14	.	0.9	.	1	2	.
COc1ccc(C(=O)OCC(=O)N2CCCCC2)cc1[N+](=O)[O-]	0.0	i	10	-11	0.9	-0.3	3	1	6	0
COC(=O)C(C)N1C(=O)S/C(=C/c2cc(C)n(C(C)C)c2C)C1=O (stereo unspecified)	-1.6	i	-13	-6	.	-1.0	16	-3	1	1
COC(=O)C1CCN(C(c2cccs2)c2sc3nc(C)nn3c2O)CC1 (stereo unspecified)	-0.7	-0.3	1	-6	-0.2	-0.8	6	-5	-11	1
O=C1CC(NS(=O)(=O)c2cc(F)ccc2F)CN1c1cccc(F)c1 (stereo unspecified)	.	-5.3	.	-4	-1.9	0.9	-2	.	2	.
O=C(Oc1ccccc1)Oc1ccc2c(c1)oc(=O)c1ccccc12	-1.2	-0.3	17	-15	.	2.0&1.3	12	-2	5	3
CCOC(=O)C1CCCN(S(=O)(=O)c2ccc3c(c2)CC(C)N3C(=O)C2CC2)C1 (stereo unspecified)	-1.8	0.4	13	-18	1.7	0.8	5	-1	23	1
CCC(C)NC(=O)c1ccc(N2CC3CC(C2)c2cccc(=O)n2C3)c(NC(=O)c2ccc(Br)o2)c1 (stereo unspecified)	1.6	-0.2	25	6	0.7	-0.3	0	-1	-4	-4
O=S1(=O)C=C[C@@H](CO)N1Cc1ccc(Br)cc1	-0.3	.	.	.	-4.7	.	-12	6	.	.
CC(CCc1ccccc1)NC(=O)C(Cc1ccccc1)NC(N)=O (stereo unspecified)	-0.3	-0.4	20	-2	1.2	-0.9	-15	-1	6	-1
CCn1ncc(NC(=S)NCCc2ccc(OC)c(OC)c2)c1C(N)=O	-0.4	i	13	-10	-1.5	-0.8	6	-2	-3	0
CNS(=O)(=O)c1ccc(N=Cc2c(O)n(-c3ccccc3)c(=O)[nH]c2=O)cc1	-0.9	-0.5	10	0	0.6	-1.1	-17	-4	11	1
CN1C(=O)NC(c2ccc(C(F)(F)F)cc2)C2=C1CC(C)(C)CC2=O (stereo unspecified)	1.2	0.2	.	-7	3.2	.	-11	2	-1	-2
N/C(=N\OC(=O)c1cccc(Br)c1)c1ccccc1	-1.4	-0.4	-7	.	.	-1.4	3	-8	3	-3
COc1ccccc1-c1noc2c1C(=O)N(Cc1cn(Cc3ccccc3)nn1)CC2	-0.1	.	.	.	0.2	.	14	2	.	.
Cn1cc(Br)c(C(=O)NN2C(=O)C3C4C=CC(C5CC45)C3C2=O)n1 (stereo unspecified)	-0.4	i	4	-2	-3.8	0.0	-2	-4	-9	-3
Cc1ccc(N(CC(=O)NCCSc2nc3ccccc3s2)S(=O)(=O)c2ccccc2)c(C)c1	1.1	-0.2	38	1	0.9	1.1	-6	-1	21	6
O=c1ccsc2ccccc12	-0.2	-0.1	.	-5	-0.6	.	-1	-2	-9	.
CCCCC1(C)NC(=O)N(CC(=O)Nc2cc(S(=O)(=O)N3CCOCC3)ccc2Cl)C1=O (stereo unspecified)	.	i	.	-10	0.2	0.0	-2	.	5	.
CCc1ccc(NC(=O)c2cnn(-c3ccccc3)c2C2CCNCC2)cc1	0.2	-2.2	-3	-10	1.1	0.4	-9	2	3	0
O=C(c1ccc(F)cc1)N1CCC(C(=O)N2CCN(Cc3ccc4c(c3)OCO4)CC2)CC1	0.3	i	.	8	0.1	3.7	0	-4	19	.
CC1(C)C(=O)Nc2ccccc2N1C(=O)COC(=O)CSc1ccc(F)cc1	-0.4	-0.2	.	8	0.1	-0.7	-10	1	8	.
O=C(Nc1ccc(C(=O)N2CCC(N3CCCC3)CC2)cc1)c1ccc(Br)o1	0.2	i	.	-3	.	-0.8	.	-7	-1	.
CCOc1ccccc1Nc1ccc(C(=O)O)cc1N	-2.0	0.5	27	-3	0.1	-0.2	-30	12	8	4
Cc1ccc(C)c(OCC(=O)O/N=C(\N)c2ccccn2)c1	-0.8	-6.2	10	i	.	1.0	4	-8	10	-1
CCOC(=O)c1cc2sc(C)cc2n1CC(=O)NCCc1ccccc1	-1.3	7.1	29	-5	0.2	2.8	-1	-2	6	1
Cc1ccccc1CSc1nccn1-c1ccccc1	-0.1	i	12	49*	.	0.1	2	-4	17	2
O=[N+]([O-])c1ccccc1S(=O)(=O)Nc1cccc(S(=O)(=O)N2CCCC2)c1	0.2	-0.3	.	8	0.5	0.8	1	-3	-7	.
CCn1ccc(C(=O)Nc2sc3c(c2C(=O)OC)CCC3)n1	-0.8	i	2	-11	-0.1	4.5	-7	-3	19	4
CCS(=O)(=O)N1CCCC(C(=O)NCCCOC(C)C)C1 (stereo unspecified)	-0.2	3.6	1	-6	.	-1.1	2	0	-1	2
COc1ccc(CN2CCCC(C(=O)c3cccc(Cl)c3)C2)cc1 (stereo unspecified)	?	-0.2	18	-14	-0.1	0.3	-10	-13	8	0
COc1cc(CN2CCC(C(=O)N3CCN(c4ccccc4F)CC3)CC2)cc(OC)c1OC	-1.3	i	29	-11	.	-1.5	2	-2	11	-5
O=C(NC1CC2CCCC(C1)N2C(=O)Nc1ccccc1)c1ccncc1 (stereo unspecified)	0.1	-0.4	40	7	.	-0.3	-11	-2	1	-9
COc1cc(-c2nn3c(COc4ccccc4)nnc3s2)cc(OC)c1OC	-0.8	6.2	6	-17	.	-0.8	1	2	-1	0
Cc1cccc(NC(=O)CCNS(=O)(=O)c2cccc3nonc23)c1	-1.1	-0.2	-24	-13	1.9	0.4	4	-10	8	-3

Reprinted at random: 2 records from the list, in no set order.
molecule	BoNT-A LC inh2	BH1578 lux ind	VHR inh abs	PriA SSB inh	TcdB inh	PfHsp40 yeast	CCHFV vOTU inh	Anthrax LF inh2	Yp Topo-I inh	3CLpro inhibitor
Cc1ccccc1CSc1nccn1-c1ccccc1	-0.1	i	12	49*	.	0.1	2	-4	17	2
CC1(C)C(=O)Nc2ccccc2N1C(=O)COC(=O)CSc1ccc(F)cc1	-0.4	-0.2	.	8	0.1	-0.7	-10	1	8	.

Further entries follow.
molecule	BoNT-A LC inh2	BH1578 lux ind	VHR inh abs	PriA SSB inh	TcdB inh	PfHsp40 yeast	CCHFV vOTU inh	Anthrax LF inh2	Yp Topo-I inh	3CLpro inhibitor
CCCCNC(=O)c1cc(S(=O)(=O)N2CCCCC2)oc1C	-1.8	-5.0	10	-19	0.8	-0.8	19	-4	10	1
Cc1noc(C)c1COc1ccccc1C(=O)Nc1ccc(C(N)=O)cc1	-0.4	i	.	2	3.3	-0.9	-6	-9	0	.
O=C(Nc1ccc(Cl)cc1F)C1CCCN(C2=NS(=O)(=O)c3ccccc32)C1 (stereo unspecified)	4.2	-1.4	.	-7	1.4	1.7	-2	1	13	.
CC(C(=O)NCc1ccco1)n1cc(C(=O)c2ccco2)c2ccccc21 (stereo unspecified)	0.5	1.4	19	-13	.	-1.7	11	9	-3	4
COc1ccc(NC(=S)NC(C)c2ccncc2)cc1OC (stereo unspecified)	-0.3	i	25	-6	1.5	0.4	-4	-2	1	1
CC(=O)c1cccc(NC(=O)c2ccccc2OCc2ccc(F)cc2)c1	-4.7	-0.3	10	-20	1.3	0.2	13	-11	18	-1
CC(C(=O)NCc1ccc(F)cc1)c1ccc([N+](=O)[O-])cc1 (stereo unspecified)	1.1	i	-14	-14	0.1	-1.1	-5	0	-3	0
CC(=O)NC12CC3CC(C1)CC(C(=O)Nc1cccc(S(=O)(=O)N4CCCCCC4)c1)(C3)C2	0.2	-0.3	.	-1	0.0	7.8	-6	-7	23	.
CC(=O)OCc1c(-c2ccccc2)c2cc([N+](=O)[O-])ccc2n1C	-5.1	-1.6	-35	3	1.0	0.7	17	-6	1	0
C/C(N)=C(/C#N)C(=O)CSc1nc2ccccc2c(=O)n1-c1ccccc1C	-0.2	i	10	4	2.1	-0.3	5	0	-6	3
COc1cccc2c(C)nc(Nc3nc(CSc4nnc(C)s4)cc(=O)[nH]3)nc12	1.1	-0.4	-1	-15	.	0.2	-6	-4	16	-7
COc1ccc(-n2nc(C(=O)NCC(=O)N3CCC(C(N)=O)CC3)c3ccccc3c2=O)cc1OC	2.4	0.0	10	0	1.3	-0.2	-13	0	-8	-3
CC(C)(C)n1nnnc1C(c1cccnc1)N1CCN(c2ccccc2F)CC1 (stereo unspecified)	-0.4	-0.5	0	0	.	-0.1	5	0	-8	-1
COC(=O)c1cc(OC)c(OC)cc1NC(=O)CN1C(=O)c2ccccc2C1=O	-0.6	i	4	-5	.	?	-7	-13	-1	-1
O=C(NCCc1ccccc1)C(=O)NCC1CCCN1S(=O)(=O)c1ccccc1 (stereo unspecified)	-0.1	-0.7	.	7	1.3	0.3	-2	0	17	.
Cc1cc(C)nc(NS(=O)(=O)c2ccc(NC(=O)NC3CCCCC3)cc2)n1	-0.4	-1.2	-6	-3&-7	.	0.1	-19	3	-10	2
CC1CN(C(=O)CN(C)S(=O)(=O)c2ccc3ccccc3c2)CC(C)O1 (stereo unspecified)	-1.0	-0.9	2	-6	0.2	0.0	-10	-4	9	4
COc1ccc(-c2cc(CNC(=O)CCl)on2)cc1	0.4	i	33	-6	.	-0.8	9	-3	-11	4
CNC(=O)CSc1n[nH]c(-c2cc(Cl)ccc2OC)n1	-0.5	-0.7	31	3	0.7	-1.0	-6	-3	5	-5
Cc1ccc(-c2noc(CSc3nnc(-c4ccncc4)n3-c3ccc(C)cc3)n2)cc1	-7.2	-0.2	17	1	.	0.6	-2	0	30	2
COc1cc(Br)cc(/C=N/NC(=O)Cc2ccc(C(F)(F)F)cc2[N+](=O)[O-])c1O	0.4	i	35	.	-0.5	-0.1	-9	-5	-9	-1
O=c1c2ccccc2c(-c2ccc(Br)cc2)nn1Cc1ccccc1	-0.2	0.8	49	-10	.	0.7	5	-5	5	-2
CCOCCCNC(=O)CSCc1nc(-c2ccc(SC)cc2)oc1C	0.0	i	21	-7	0.6	-0.1	6	0	5	-5
O=C(CN1CCN(c2ncccn2)CC1)NCCC1=CCCCC1	1.3	i	20	0	.	-0.8	-5	-1	8	2

Only part of the results is shown; count on the stated rates, not on these rows.
